# Source: PubChem BioAssay
# PfG6PD inh: PfG6PD (Plasmodium falciparum) enzyme inhibition. PfGluPho enzyme, NADPH resazurin-diaphorase fluorescence. inhibition, % at 20 µM. 0.78% of 350,000 active;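 active = inhibition reaching at least a set limit at 20 µM in the primary screen, cut at about 59% in these data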;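 note: 0% = DMSO wells with substrate and 100% = DMSO wells lacking glucose-6-phosphate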
# SENP8 inh: inhibitors of human SENP8 protease. Q96LD8. recombinant SENP8, Nedd8 substrate fluorescence. 0.64% of 360,000 active. inhibition, % at 20 µM; in the data active = inhibition mostly above about 40%, no sharp cut-off; inactive = mostly below about 27%
# Target sequence (Q96LD8 whole entry, looked up): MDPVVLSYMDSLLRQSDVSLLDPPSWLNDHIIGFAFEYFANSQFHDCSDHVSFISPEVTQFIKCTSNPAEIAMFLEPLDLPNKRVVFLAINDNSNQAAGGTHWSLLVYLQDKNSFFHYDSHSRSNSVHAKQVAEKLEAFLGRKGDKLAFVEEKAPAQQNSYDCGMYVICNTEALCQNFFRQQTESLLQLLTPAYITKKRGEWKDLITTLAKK
# SENP1 FRET inh: blocks the human SENP1 SUMO protease catalytic domain. recombinant SENP1 catalytic domain, CyPet-SUMO1-YPet FRET cleavage. inhibition, % at 10 µM. AID 624204. 0.21% of 360,000 active;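 active = inhibition at least 30% at 10 µM, raw YFP signal under a set limit, fluorescence ratio 0.5 to 1.5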;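 note: 0% = enzyme with DMSO and 100% = no enzyme wells; some results filed as inactive read as strong as hits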
# Target sequence (Q9P0U3 419-644 limits assumed): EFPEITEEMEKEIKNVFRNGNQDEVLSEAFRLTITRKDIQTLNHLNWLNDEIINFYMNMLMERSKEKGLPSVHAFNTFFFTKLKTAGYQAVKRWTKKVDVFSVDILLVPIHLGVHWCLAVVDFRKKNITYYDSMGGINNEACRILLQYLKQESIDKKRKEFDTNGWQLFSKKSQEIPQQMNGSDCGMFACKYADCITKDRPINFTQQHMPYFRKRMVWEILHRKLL
#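 material = recombinant human SENP1 catalytic domain, His6-tagged | quantity = 20 pM enzyme | reagent = 25 nM SUMO1 FRET substrate | compound dosing = 10 µM single point, 0.5% DMSO | timing = 50 min enzyme reaction, room temperature, light-protected | detection = FRET, CFP and YFP emission | control set = no-enzyme low, enzyme-DMSO high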
# GRIN3A LBD mod: modulators (binders) of human NR3A ligand-binding domain; NR3A LBD differential scanning fluorimetry, Tm shift; 0% = protein alone, 100% = glycine-bound protein; Tm shift relative to glycine control, % at 25 µM; 2.5% of 340,000 active;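 active = melting temperature shift of at least 10% of the positive control shift, at one fixed dose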
# SENP6 block: SENP6 protease inhibition; AID 2599; inhibition, % at 10 µM; Q9GZR1; Recombinant SENP6 catalytic domain, aminoluciferin luminescence; 1.8% of 330,000 active;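 active = inhibition above about 50% at the single tested dose, limit read from the data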;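 note: plate controls were DMSO wells with enzyme for no effect and DMSO wells lacking enzyme for full effect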
# ATG4B inh: inhibitors of human ATG4B cysteine protease. Q9Y4P1. ATG4B cleavage of LC3-PLA2, NBD-HPC fluorescence, 1 h. inhibition, % at 8.33 µM. 0.51% of 340,000 active. AID 504462; in the data active = inhibition above about 40%
# hIAP act: human IAP activation | activation factor at 10 µM | P09923 | purified human IAP, CDP-Star luminescence, 30 min; active compounds read high; 1 = vehicle-only enzyme, 0 = enzyme-free background | 0.16% of 330,000 active;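 active = activation factor of the enzyme at least 2-fold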; note: the source names both 10 and 20 µM as test concentration; values of inactives mirror those of a sister screen read the other way
# Target sequence (P09923 whole entry, looked up): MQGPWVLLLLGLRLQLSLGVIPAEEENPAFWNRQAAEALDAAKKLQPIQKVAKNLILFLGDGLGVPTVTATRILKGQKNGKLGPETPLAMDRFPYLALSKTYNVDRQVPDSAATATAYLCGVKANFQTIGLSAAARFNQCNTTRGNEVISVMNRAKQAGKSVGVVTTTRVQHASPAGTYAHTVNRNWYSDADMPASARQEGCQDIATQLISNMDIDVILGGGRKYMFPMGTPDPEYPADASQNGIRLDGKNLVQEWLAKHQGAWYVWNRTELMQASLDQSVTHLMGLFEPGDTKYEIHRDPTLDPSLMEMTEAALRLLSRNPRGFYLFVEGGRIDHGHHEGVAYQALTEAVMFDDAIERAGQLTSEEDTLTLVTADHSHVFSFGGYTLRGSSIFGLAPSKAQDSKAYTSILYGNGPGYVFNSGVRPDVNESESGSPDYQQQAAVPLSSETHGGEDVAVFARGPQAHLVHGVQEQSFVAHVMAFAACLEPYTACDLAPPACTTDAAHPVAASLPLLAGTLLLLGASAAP
# MPTP inh: inhibitors of mitochondrial permeability transition pore; isolated mouse mitochondria, Ca2+ swelling absorbance, 30 min; inhibition, % at 10 µM; 1.4% of 360,000 active; AID 602449;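 active = inhibition of 50% or more, scaled per plate between neutral and stimulator controls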;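 note: 0% = DMSO wells given calcium and 100% = 1 mM EGTA wells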
# Starred values were filed as active, the others as inactive; / = no result given. Hits appear at their usual frequency. Share with any hit: about 6.7%.
# Values run as follows: PfG6PD inh	SENP8 inh	SENP1 FRET inh	GRIN3A LBD mod	SENP6 block	ATG4B inh	hIAP act	MPTP inh
Cc1ccc(-c2c3c(nc4sc(C(N)=O)c(N)c24)CCC3)cc1
→ -7.5	-50.6	-3.5	-0.1	11.7	55.2*	0.987	5.4
COc1ccc(C(=O)Nc2ccc(C3CC3(Cl)Cl)cc2)cc1 (configuration not stated)
→ 1.7	8.8	2.4	-13.7	-3.7	4.2	1.02	-1.5
COc1cccc(Cn2c(OCC3CCCO3)nc3c2c(=O)n(C)c(=O)n3C)c1 (configuration not stated)
→ -12.3	4.2	0.4	-0.4	5.2	-6.7	1.5	-1.2
Cc1cccc(N(C(=O)CCC(=O)Nc2cc(C)on2)C(C(=O)NC2CCCC2)c2ccc(C)o2)c1 (configuration not stated)
→ 13.3	9.2	1.1	-0.8	-1.3	3.8	1.13	2.9
COC(=O)c1ccc(CSc2nc3c(c(=O)n2-c2ccccc2)SCC3)o1
→ 16.4	-1.0	-1.9	-5.5	-10.1	34.1	0.921	0.0
Cc1ccc(NC(=O)CNc2ccccc2N2CCCC2=O)cc1S(=O)(=O)N1CCCCC1
→ 4.6	9.4	1.6	-1.4	-4.0	-23.7	0.937	-0.1
Oc1ccccc1N1CCN(C(=S)NCc2ccccc2)CC1
→ 42.4	11.1	0.4	-2.2	-6.0	-25.8	1	2.0
CC(C)(C)NC(=O)C(c1ccncc1)N(Cc1cccs1)C(=O)c1csnn1 (configuration not stated)
→ -2.7	6.3	-9.1	-2.2	-8.9	-4.6	1.02	1.9
CC(C)CC(c1nnnn1C(C)C)N1CCN(c2cccc(Cl)c2)CC1 (configuration not stated)
→ -0.9	11.4	0.0	3.5	-22.5	0.1	1.31	0.9
O=C(N/C(=C/c1cccnc1)C(=O)N1CCOCC1)c1ccco1
→ 7.3	6.2	0.5	1.9	-17.7	-3.6	1	0.5
O=C(c1ccncc1)c1ccc(NC(=O)c2cccs2)cc1
→ 3.3	8.2	2.3	-0.5	-15.1	-11.0	0.971	-1.8
CCCSc1oc(-c2ccco2)nc1S(=O)(=O)c1ccc(C)cc1
→ -8.0	-12.6	-1.4	-0.6	17.2	5.4	0.911	-1.1
O=C(Nc1ccccc1C(=O)O)C1=NN=CC1
→ 7.7	7.2	1.7	3.5	-5.5	-5.0	0.989	-0.5
CCCNC(=O)C(=O)N/N=C/c1ccc(OCc2ccccc2)cc1
→ -18.6	-6.5	3.4	0.2	-4.9	1.4	1.09	0.1
CCOC(=O)c1c(-c2ccc(C)o2)csc1NC(=S)NC(=O)N(C)C
→ -5.0	12.4	-1.6	-4.5	5.7	-6.9	1.01	0.5
Cc1cccc2cc(CN(CCN(C)C)C(=S)Nc3ccccc3)c(=O)[nH]c12
→ -10.1	11.5	1.3	2.7	-11.3	-7.6	1.01	0.5
O=C(CN1C(=O)c2ccccc2C1=O)Nc1ccccc1
→ -4.7	16.7	-0.4	0.1	-1.7	-1.8	0.88	1.4
Cc1noc(C)c1CSCC(=O)OCc1nnc(-c2ccc([N+](=O)[O-])cc2)o1
→ 10.1	21.3	1.4	-1.0	2.0	-3.2	0.872	0.5
CCCOc1ccc(NC(=O)CC2C(=O)OCC3CCCCN32)cc1 (configuration not stated)
→ -6.2	17.2	0.1	-1.2	-3.9	-7.6	1.04	-1.7
CN1C(=S)N2CCCN2C1c1ccccc1 (configuration not stated)
→ -0.3	29.4	2.4	-0.4	-13.1	1.0	0.899	-0.4
CCCC(=O)N1CCC(CCC(=O)NC2CC2)CC1
→ 8.4	6.3	2.3	1.8	16.2	-1.6	0.998	-0.7
CCOc1ccccc1NC(=O)Cn1nnc(C(=O)Nc2ccccc2Cl)c1N
→ -6.7	26.6	-4.5	-3.0	-15.0	3.3	1.64	0.5
CCCN(C(=O)CSCC(=O)Nc1ccc(OC)cc1)c1c(N)n(Cc2ccccc2)c(=O)[nH]c1=O
→ 0.1	-12.3	-5.7	-1.0	3.9	-8.4	0.909	0.1
COc1ccc(NS(=O)(=O)c2cccc(C(=O)NNC(=O)CNC(=O)c3ccco3)c2)cc1
→ 6.6	5.0	1.9	0.3	-6.0	-2.5	0.91	-1.1
O=C(C(c1ccccc1)C(O)c1ccccc1)N1CCOCC1 (configuration not stated)
→ 2.4	-0.6	1.8	-1.6	/	-7.5	/	0.4
O=C(CCOc1ccccc1F)N1CCN(c2ccccc2O)CC1
→ 10.0	5.7	2.6	0.7	7.1	-4.9	1.05	3.6
N#CC1=C2Nc3ccccc3N2C(=O)NC1(c1ccccc1)C(F)(F)F (configuration not stated)
→ 14.8	-77.5	-7.0	-4.0	-4.8	1.4	0.981	3.3
Cc1nn(C)c(C)c1Sc1ccc(Br)cc1
→ 22.2	14.7	-0.9	1.3	-16.6	-1.1	0.94	6.5
c1ccc(Cc2noc(CN3CCN(C4CCc5ccccc5C4)CC3)n2)cc1 (configuration not stated)
→ 4.2	8.7	-2.7	-0.6	5.0	-1.7	0.904	10.9
COc1cc(C2CC(=O)N3CN(Cc4ccccc4)CSC3=C2C#N)ccc1OCc1ccccc1 (configuration not stated)
→ 61.5*	25.7	-14.3	-5.5	9.8	-7.5	0.785	0.9
O=C(OCn1nnc2ccccc2c1=O)c1ccc2ncsc2c1
→ -3.3	5.2	1.0	0.0	1.4	-12.7	1.04	0.1
Cc1cccc(OCCSc2nc3c([nH]2)c(=N)ncn3Cc2ccccc2)c1
→ 2.2	29.1	-4.4	-13.7	-12.0	-12.5	1.13	0.5
CCOC(=O)c1sc2ccc(S(=O)(=O)N3CCCCC3)cc2c1N
→ 4.2	-289.7	-1.8	-11.7	2.8	-6.1	1.02	1.2
COc1cc(C(=O)OC2CCOC2=O)cc(Cl)c1OC (configuration not stated)
→ -7.2	4.6	1.5	-0.3	-3.8	-0.2	1.07	-0.6
CC(C)CC(=O)Nc1ccc(C(=O)COC(=O)Cc2n[nH]c(=O)c3ccccc23)cc1
→ 3.3	-313.2	-3.8	0.3	-5.0	-35.3	0.941	0.8
CCOC(=O)CN1C(=O)N(CC(=O)OCC)C(c2ccccc2)(c2ccccc2)C1=O
→ -2.5	14.3	0.8	0.8	7.8	-2.9	1.16	0.9
CC(C)CC(=O)Nc1ccc2oc(-c3ccncc3)nc2c1
→ -10.7	-409.3	-0.5	-0.1	-12.7	-9.6	0.944	-4.8
COC(=O)[C@@H](NC(=O)c1ccc2c(c1)S(=O)(=O)c1ccccc1C2=O)C(C)C
→ 9.1	7.1	1.2	2.4	-16.4	-3.6	1.22	1.7
Cc1cc([N+](=O)[O-])ccc1NC(=O)CSc1nnc(C)n1C
→ -9.5	11.7	1.8	0.2	-11.3	5.1	1.22	0.4
Cc1ccccc1NC(=O)CCN1CCN(C/C=C/c2ccccc2)CC1
→ 11.4	-5.1	-2.8	6.7	-7.9	-14.8	0.998	0.2

# Single records, from the list above. Screens in order: PfG6PD inh | SENP8 inh | SENP1 FRET inh | GRIN3A LBD mod | SENP6 block | ATG4B inh | hIAP act | MPTP inh
# N#CC1=C2Nc3ccccc3N2C(=O)NC1(c1ccccc1)C(F)(F)F (configuration not stated) is listed as 14.8 | -77.5 | -7.0 | -4.0 | -4.8 | 1.4 | 0.981 | 3.3
# CC(C)CC(=O)Nc1ccc(C(=O)COC(=O)Cc2n[nH]c(=O)c3ccccc23)cc1 is listed as 3.3 | -313.2 | -3.8 | 0.3 | -5.0 | -35.3 | 0.941 | 0.8

# Next part
# Values run as follows: PfG6PD inh	SENP8 inh	SENP1 FRET inh	GRIN3A LBD mod	SENP6 block	ATG4B inh	hIAP act	MPTP inh
CCc1nnc(NS(=O)(=O)c2ccc(NC(=O)CCC(=O)OC)cc2)s1
→ 4.2	3.6	-0.2	2.2	-10.0	-3.5	0.841	0.6
CC(=O)c1cccc(NC(=O)COC(=O)c2ccccc2C)c1
→ -1.8	-0.3	2.1	-0.6	-35.1	7.1	1.06	-1.0
O=C(N/N=C/c1ccc2c(c1)OCO2)c1cccnc1
→ 0.2	-11.2	2.5	2.4	-14.2	-13.8	0.812	0.3
COc1ccc(S(=O)(=O)Nc2ccc(C)cc2)cc1OC
→ -22.8	12.0	2.1	0.0	8.5	-5.2	0.875	2.9
O=C(CSc1nnc(-c2ccncc2)o1)NC1CCCCC1
→ -0.9	3.7	2.4	0.3	10.7	-9.2	1.27	1.2
Cc1ccc(CN2C(=O)CCC2C(=O)NCCN(CC(C)C)CC(C)C)cc1 (configuration not stated)
→ 14.9	35.7	1.0	0.8	-13.9	1.1	1.13	1.1
C/C(=N\NC(=S)Nc1ccccc1C)c1ccc(O)cc1
→ 41.8	-12.8	-2.0	-8.1	17.7	-9.9	1.01	-8.7
COc1ccc(OC)c(S(=O)(=O)N(C)CC(=O)Nc2ccc3c(c2)OCO3)c1
→ -12.5	0.8	-0.1	1.4	-4.0	2.0	1.18	-0.3
O=C(O)C1CCN(Cc2cccnc2)CC1
→ 2.2	0.3	-2.1	-2.2	-4.0	4.5	0.926	-2.5
CCOc1ccc(C(=O)NCC(=O)NCC(c2ccc(OC)cc2)N2CCCC2)cc1 (configuration not stated)
→ -13.2	-106.4	-5.5	0.5	-9.7	5.8	1.07	-0.4
Cc1ccc(-n2nc3c(c2NC(=O)/C=C\c2ccc4c(c2)OCO4)CSC3)cc1
→ 3.9	-164.7	-12.2	-1.8	-6.8	-8.4	1.08	-1.5
O=C(c1ccc(Br)s1)N1CCN(c2ccccn2)CC1
→ -1.3	5.5	-0.8	-1.6	-4.0	9.0	0.948	-1.0
Cc1cc(=O)[nH]c(NCc2ccccc2)n1
→ 2.3	13.8	-0.9	0.8	-8.6	0.2	1.03	1.2
Cc1c(C(=O)NC2CCCc3ccccc32)cccc1[N+](=O)[O-] (configuration not stated)
→ -16.1	8.3	-1.2	-1.2	14.4	-2.9	1.12	0.2
Cc1cc(Nc2ccc(F)cc2)nc(N)n1
→ 11.0	12.3	-0.1	1.0	7.3	-6.4	0.903	2.7
Cc1ccc(-c2n[nH]c3c2CCC3)cc1
→ -0.3	17.3	2.4	3.2	2.0	-0.1	0.84	0.4
Cc1oc2ccc(NS(=O)(=O)c3ccccc3)cc2c1C(=O)Nc1ccccc1
→ -7.7	10.3	0.9	-2.5	-2.3	-2.6	0.914	3.4
COc1ccc(C(=O)Nc2cc(C(=O)O)cc(C(=O)O)c2)cc1Cl
→ -8.4	11.2	1.0	-2.1	-4.6	2.1	0.915	0.7
CCn1c2ccccc2c2cc(CN3CCN(S(=O)(=O)Cc4ccccc4)CC3)ccc21
→ -2.3	-7.9	1.3	3.8	-15.2	16.8	0.907	1.8
Cc1ccc(-c2noc(C3CCCN(C(=O)c4cccc(F)c4)C3)n2)cc1 (configuration not stated)
→ 13.9	8.7	0.3	0.2	9.0	0.7	1.22	-0.1
CCN(CC)C(=O)C1CCCN(Cc2nc(-c3cccs3)no2)C1 (configuration not stated)
→ -0.3	8.6	0.1	-0.8	8.8	-7.3	0.962	0.1
O=S(=O)(c1ccc(-c2ccon2)s1)N1CCN(CCN2CCOCC2)CC1
→ -7.0	1.7	-0.4	2.4	-15.6	8.7	1.15	-0.9
CC(C)(C)OC(=O)N(CCc1ccccc1)Cc1ccc(OCc2cccc(NC(=O)C3CC3)c2)cc1
→ 25.5	3.4	1.4	-1.4	/	/	/	0.1
COc1ccc(C#Cc2ccc3c(c2)O[C@@H](CN(C)C(=O)Nc2cccc(OC)c2)[C@H](C)CN([C@@H](C)CO)S3(=O)=O)cc1
→ -19.5	-332.9	-43.6	/	/	/	/	0.0
Cc1ccccc1C(=O)Nc1ccc(O)cc1C(=O)O
→ -20.8	7.9	0.7	-0.7	-14.1	12.4	1.03	-0.1
CCCCc1cc(=O)oc2cc(OCC(=O)N3CCC(C(N)=O)CC3)ccc12
→ -5.6	-121.3	1.7	-0.5	-10.1	-1.0	0.914	1.8
CCc1cc(=O)[nH]c(SCC(=O)N2CCOCC2)n1
→ -9.3	6.4	3.7	-0.8	-6.8	-0.5	0.962	-0.5
CCC(c1nnnn1CCOC)N(Cc1cc2cc(C)c(C)cc2[nH]c1=O)CC1CCCO1 (configuration not stated)
→ -3.8	-264.7	1.9	0.4	6.1	-2.8	1.04	-1.8
